Screening data (PubChem)
CHT PAM: allosteric activators of human choline transporter CHT | CHT-expressing cells, membrane potential dye, choline EC20; stronger effect = higher value; LV-AA mutant CHT in HEK293 cells | B-score at 10 µM | 0.49% of 310,000 active;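 active = initial fluorescence not abnormally high and integrated response B-score, plate-corrected, over 3 SD above library mean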
Target sequence (Q9GZV3 whole entry, looked up): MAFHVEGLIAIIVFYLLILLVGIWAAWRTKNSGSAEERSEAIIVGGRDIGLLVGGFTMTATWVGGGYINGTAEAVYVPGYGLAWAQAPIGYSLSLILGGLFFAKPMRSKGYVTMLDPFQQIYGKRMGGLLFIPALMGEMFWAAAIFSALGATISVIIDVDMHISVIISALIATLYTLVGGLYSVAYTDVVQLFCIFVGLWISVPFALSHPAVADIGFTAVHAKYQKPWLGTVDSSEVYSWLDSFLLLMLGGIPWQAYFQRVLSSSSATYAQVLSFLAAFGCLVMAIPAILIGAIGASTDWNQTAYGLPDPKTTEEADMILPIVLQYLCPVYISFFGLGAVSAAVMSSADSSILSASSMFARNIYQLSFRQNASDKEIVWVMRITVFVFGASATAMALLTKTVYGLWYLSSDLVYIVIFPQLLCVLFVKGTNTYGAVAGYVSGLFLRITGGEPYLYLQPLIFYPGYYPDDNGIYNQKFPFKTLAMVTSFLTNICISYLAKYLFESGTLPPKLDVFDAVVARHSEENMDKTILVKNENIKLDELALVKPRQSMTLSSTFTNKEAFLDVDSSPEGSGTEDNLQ
OX1R antag-1: human HCRTR1 antagonism; CHO/OX1R cells, Fluo-8 calcium fluorescence, orexin A; 0.43% of 330,000 active; O43613; inhibition, % at 5 µM; AID 434989;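 active = inhibition above its plate's threshold, mean inhibition of all tested compounds on the plate plus 3 SD, cut at about 37% in these data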;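 note: 0% = orexin A challenge wells and 100% = SB-334867-A antagonist wells; not every result past the cut was called active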
Target sequence (O43613 whole entry, looked up): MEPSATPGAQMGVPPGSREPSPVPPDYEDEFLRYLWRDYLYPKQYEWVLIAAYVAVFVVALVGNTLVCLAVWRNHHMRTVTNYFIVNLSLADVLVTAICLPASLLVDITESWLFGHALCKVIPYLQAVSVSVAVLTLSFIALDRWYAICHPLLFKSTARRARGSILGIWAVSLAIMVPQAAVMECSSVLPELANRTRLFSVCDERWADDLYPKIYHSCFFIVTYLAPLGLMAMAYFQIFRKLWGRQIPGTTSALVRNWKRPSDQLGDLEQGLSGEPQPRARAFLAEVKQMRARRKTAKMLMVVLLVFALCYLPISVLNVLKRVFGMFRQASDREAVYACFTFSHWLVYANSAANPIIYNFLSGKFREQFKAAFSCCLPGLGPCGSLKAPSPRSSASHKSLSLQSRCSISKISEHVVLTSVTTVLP
OX1R antag-2: OX1R (human) antagonism; AID 485270; 1.8% of 330,000 active; inhibition, % at 6.6 µM; OX1R-expressing cells, FRET antagonist read-out; O43613; in the data active = inhibition mostly above about 38%, no sharp cut-off; inactive = mostly below about 40%;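 note: 0% = agonist challenge alone and 100% = reference antagonist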
Numbers without * were called inactive; i = inactive; nt = no result given.

Second line of a record: CHT PAM | OX1R antag-1 | OX1R antag-2
COc1cc(NC(=S)Nc2ncccc2C)cc(OC)c1OC
  i | 3 | 45*
CCc1cc(C(=O)NCC2CCCO2)sc1C (centres undefined)
  i | -1 | 19
Clc1ccc(CSc2nnc3c(n2)[nH]c2ccccc23)cc1
  i | -25 | 0
CCCC(c1c(C)n(C)n(-c2ccccc2)c1=O)c1c(C)n(C)n(-c2ccccc2)c1=O
  i | -11 | 26
COc1ccc(C(=O)N2CCN(C(=O)C3COc4ccccc4O3)CC2)cc1OC (centres undefined)
  i | -16 | 5
O=C(NCC1CCCN1S(=O)(=O)c1cccs1)c1ccc(Cl)cc1 (centres undefined)
  i | -22 | 16
CCOC(=O)C1=C(COC(=O)CCC(=O)c2ccc(C)cc2)NC(=O)NC1C (centres undefined)
  nt | -24 | 9
CN(CC(=O)N1CCN(c2ccccn2)CC1)S(=O)(=O)c1ccc2ccccc2c1
  i | -22 | 23
COC(=O)CNC(=O)CN(c1ccc(OC)cc1OC)S(=O)(=O)c1ccccc1
  nt | 7 | 2
CN(C1CCCCC1)S(=O)(=O)c1ccc(-c2ccccn2)s1
  i | -39 | 13
Cc1ccc(CSCC(=O)N(C)CC(=O)Nc2ccc(Cl)c(Cl)c2)cc1
  i | -33 | 1
CC1CCN(C(=O)CSCc2ccc(Cl)cc2)CC1
  i | -9 | 1
CN(C)c1ccc(/C=C/c2ccc3ccccc3n2)cc1
  i | 62* | 75*
COC(=O)c1ccccc1S(=O)(=O)N1CCC(C(=O)OC(C)C(=O)NC(N)=O)CC1 (centres undefined)
  i | 3 | 10
Cc1ccc(S(=O)(=O)N(C)c2nc3ccccc3[nH]c2=S)cc1
  i | -26 | 9

Going on with the list:
Second line of a record: CHT PAM | OX1R antag-1 | OX1R antag-2
CCN(CC)C(=O)c1cc2cc(Br)ccc2oc1=O
  i | 0 | 7
O=c1ccc2cc(S(=O)(=O)Nc3ccccc3F)ccc2o1
  i | -15 | 20
NNC(=O)c1ccc(COc2ccc(Br)cc2)o1
  i | -18 | -2
CCCn1c(=O)c(Br)cn(-c2ccccc2C)c1=O
  i | -19 | 13
Cc1ccc(OCCC(=O)OCC(=O)Nc2ccc(F)cc2)cc1
  i | -14 | 20
Cc1cc(C)c(OCC(=O)Nc2nnn(C)n2)c(Br)c1
  i | -17 | 16
O=C(c1ccc([N+](=O)[O-])cc1)N(Cc1ccc(Cl)cc1Cl)N1C(=O)CCCC1=O
  i | -27 | 17
CCOc1ccc(S(=O)(=O)N2CCN(C(=O)c3cccnc3)CC2)cc1
  i | -18 | 14
COC(=O)C[C@H]1c2ccccc2S(=O)(=O)N1Cc1ccc(OC)cc1
  i | -3 | 37
CC1=C(C(=O)OCc2ccccc2)C(c2ccccc2)NC(=O)N1CCCCCC(=O)O (centres undefined)
  i | -37 | 25
CCOC(=O)C1(Cc2cccc(OC)c2)CCN(CC2CC=CCC2)CC1 (centres undefined)
  i | -30 | 13
O=C(CN1CCN(S(=O)(=O)c2ccc(F)cc2)CC1)Nc1cccc(C(F)(F)F)c1
  i | -3 | 4
COc1ccc(Cl)cc1Nc1nc(NCCO)nc(N2CCCC2)n1
  i | -8 | 10
C=CC[C@@H](CC(=O)N(CCO)Cc1ccccc1)C(=O)N[C@H](COC(=O)[C@@H](CC=C)CC(=O)OC(C)(C)C)c1ccccc1
  nt | -17 | -2
O=[N+]([O-])c1cnn2cc(Br)cnc12
  i | -14 | 74*

An excerpt from above, limited to OX1R antag-1:
SMILES	OX1R antag-1
NNC(=O)c1ccc(COc2ccc(Br)cc2)o1	-18
O=C(c1ccc([N+](=O)[O-])cc1)N(Cc1ccc(Cl)cc1Cl)N1C(=O)CCCC1=O	-27

(listing goes on)
Second line of a record: CHT PAM | OX1R antag-1 | OX1R antag-2
CS(=O)(=O)Nc1ccc(C(=O)Nc2ccc(S(=O)(=O)Nc3nccs3)cc2)cc1
  i | -1 | 1
COc1ccc(Cn2c(=O)[nH]c3cc(OC)c(OC)cc3c2=O)cc1
  i | -24 | 4
COc1ccccc1CCNC(=O)c1ccc2nc[nH]c2c1
  i | 2 | 3
Cc1cccc(C(=O)NNC(=O)c2ccccc2Br)c1
  i | -8 | 14
Cn1c(CCC(=O)Nc2cc(S(C)(=O)=O)ccc2Cl)nc2cc(S(=O)(=O)N3CCOCC3)ccc21
  i | -2 | 9
COc1ccc(C(=O)NC(=S)NNC(=O)c2ccccc2C)cc1
  i | 13 | -2
Cn1c(CCN2CCOCC2)nc2cc(NS(=O)(=O)c3ccccc3)ccc21
  i | -5 | 2
CC(=O)N1CCOc2ccc(S(=O)(=O)N3CCC(C(=O)NCc4ccccc4)CC3)cc21
  i | -8 | 11
COc1ccc2nc(NC(=O)CCn3cccc3)sc2c1
  i | -3 | 17
Cc1cccc(C)c1NC(=O)CN1C(=O)NC(C)(C2CC2)C1=O (centres undefined)
  nt | -14 | 9
O=S(=O)(c1cccc2nsnc12)N1CCN(c2ccccc2F)CC1
  i | -12 | 6
COC(=O)C(C)N1C(=O)S/C(=C\c2ccc(-c3ccc(C(=O)O)cc3C)o2)C1=O (centres undefined)
  i | 1 | 17
[O-]/[N+](=C\c1ccccc1)[C@@H]1CCCC[C@@H]1/[N+]([O-])=C/c1ccccc1
  i | -6 | 10
Cc1cc(C)c(S(=O)(=O)NC2CCN(Cc3ccccc3)CC2)c(C)c1
  i | -24 | 17
CC(=O)c1ccc(S(=O)(=O)N2CCN(C(=O)c3ccc(-n4cncn4)c([N+](=O)[O-])c3)CC2)cc1
  nt | -9 | 16

(continued)
Second line of a record: CHT PAM | OX1R antag-1 | OX1R antag-2
O=C(NC(Cc1c[nH]c2ccccc12)C(=O)O)/C(=C\c1ccc2c(c1)OCO2)NC(=O)c1ccccc1 (centres undefined)
  i | -12 | 10
Cc1oc(-c2ccc(-c3ccccc3)cc2)nc1CN(C)C1CCOC1 (centres undefined)
  i | -22 | 23
COCCCn1c(SCC(=O)NC(C)(C)C)nnc1-c1ccccc1
  i | -1 | 7
COCCNC(=O)Cc1c(C)c2c(cc(C)c3c(C)coc32)oc1=O
  i | -32 | 19
CCN(C[C@H]1N[C@@](CC)(C(=O)OC)[C@H]2C(=O)N(C)C(=O)[C@@H]12)C(=O)Nc1ccc(C(F)(F)F)cc1
  nt | 1 | 4
O=C(/C=C/c1ccccc1)NNC(=O)C1CC1
  i | -21 | -1
CC(NC(=O)c1ccccc1)c1nnc(SCC(=O)NC2=NCCS2)n1C (centres undefined)
  i | -16 | 24
CCOC(=O)C1CCN(S(=O)(=O)c2ccc(-c3ccc(=O)[nH]n3)o2)CC1
  i | -5 | 18
CCCCN(CCCC)c1nc2ccccc2nc1C(C#N)C(=O)NCCCOC (centres undefined)
  i | -20 | 11
CCOC(=O)/C=C/C(=O)Nc1ccc(S(=O)(=O)Nc2nccs2)cc1
  i | 1 | -8
COc1ccc(OC)c(/C=N/NC(=O)c2cnccn2)c1
  i | 3 | 9
N#CC(C#N)=C(N)Nc1cccc(Cl)c1
  i | 2 | -2
Cc1ccc(-c2csc(Nc3ccc(S(N)(=O)=O)cc3)n2)o1
  i | -16 | 35
CCOc1ccc(C(=O)Nc2nnc(C3=COCCO3)o2)cc1
  i | -11 | 23
Nc1c(S(=O)(=O)c2cccs2)c2nc3ccccc3nc2n1/N=C/c1cccc(O)c1
  i | 1 | 2

(more compounds)
Second line of a record: CHT PAM | OX1R antag-1 | OX1R antag-2
Cc1cccc(C(=O)Oc2coc(CSc3nnc(NC(=O)C4CC4)s3)cc2=O)c1
  i | -15 | 4
CC(=O)Nc1ccc2c(c1)nc(C)n2Cc1ccccc1
  i | -11 | 6
CC(=O)c1cnc(N2CCCCC2)nc1C
  i | -53 | 5
CCCCNC(=O)c1onc(CSc2cccc3ccccc23)c1C(=O)O
  i | 4 | 36
CCOc1ccc(NC(=O)CC2C(=O)N(C)C(=S)N2CCCc2ccccc2)cc1 (centres undefined)
  i | -3 | 32
N#Cc1c(-c2ccc(Br)cc2)cc(-c2cccnc2)nc1N
  i | -5 | -8
C=CCN1C(=O)CSC1=Nc1ccc(C(=O)O)cc1
  i | -8 | -4
CN(c1ccccc1)c1nc(N)c([N+](=O)[O-])c(NCc2ccccc2)n1
  i | -11 | 20
O=c1oc2cc(OCc3ccc([N+](=O)[O-])cc3)ccc2c2c1CCCC2
  i | -22 | 19
O=C(O)CCC(=O)Nc1ccc(Br)cc1C(=O)c1ccccc1
  i | 8 | 17
COc1ccc(Cl)cc1NC(=O)COc1ccc2c(c1)OCO2
  nt | -13 | 1
CN[C@H](C)C(=O)NC[C@H]1O[C@@H](n2cnc3c(N)ncnc32)[C@H](O)[C@@H]1O
  nt | 2 | 5
CCOc1ccc(C(=O)N/N=C/c2ccccc2[N+](=O)[O-])cc1
  i | -28 | 16
COC(=O)Cc1ccc(NC(=O)c2ccccc2Br)cc1
  i | -15 | 23
CCOC(=O)C1=C(C)N(c2ccc(OC)cc2)C(=O)/C1=C\c1cccs1
  i | -12 | 9

Remaining list, next part:
Second line of a record: CHT PAM | OX1R antag-1 | OX1R antag-2
COc1ccc(C(=O)NC(Cc2ccccc2)c2ccc3c(c2)OCCCO3)cc1 (centres undefined)
  i | 6 | 6
CCOC(=O)c1c(N)n(-c2ccc(N)cc2)c2nc3ccccc3nc12
  i | -5 | 20
O=S(=O)(NCc1ccncc1)c1ccccc1
  i | 10 | 9
Cc1ccc(Nc2nc(-c3cccnc3)nc3ccccc23)cc1
  i | -6 | 12
COc1ccc(S(=O)(=O)NCCC(=O)Nc2ccc(C)cc2)cc1
  i | -10 | 16
CN(C)CCCN(C(=O)c1ccc([N+](=O)[O-])o1)c1nc2cc3c(cc2s1)OCO3
  i | -11 | 42
Cc1cc(N2CCOCC2)nc2ccc(NC(=S)NC(C)C)cc12
  i | -23 | 22
O=C1CC2(CCN(C(=O)c3ccccc3Br)CC2)Oc2ccccc21
  i | -23 | 16
CNc1nc(-c2ccccc2)cc(C(F)(F)F)c1C#N
  i | 0 | 10
S=C(NCc1ccco1)Nc1ccc2c(c1)OCCO2
  i | -9 | 8
CCCCN1C(N)=NC[C@@H]1Cc1ccccc1
  i | -12 | 18
CC(=O)NCC1CCCN(c2nc3nonc3nc2N(C)Cc2ccccc2)C1 (centres undefined)
  i | -23 | 25
Cn1c(=O)c2c(ncn2CC(=O)N2CCOCC2)n(C)c1=O
  i | -9 | 13
OC(c1ccc(Cl)cc1)C(O)c1nc2ccccc2[nH]1 (centres undefined)
  i | 1 | 17
Cc1ccc2c(c1)[nH]c1c(=O)n(CCN3CCCCC3)cnc12
  i | -8 | 13

Continuation.
Second line of a record: CHT PAM | OX1R antag-1 | OX1R antag-2
CCOC(=O)CNc1nc(Cl)nc(Nc2ccc(C)cc2)n1
  i | -6 | 4
CCCCN1CC2([N+](=O)[O-])C=CC(=O)C([N+](=O)[O-])(C1)C2CC(=O)c1ccccc1 (centres undefined)
  i | 0 | 23
COc1ccc(C(=O)NCCn2cc(SCC(=O)Nc3nnc(C)s3)c3ccccc32)cc1
  i | -14 | 7
C/C(=N\NC(=O)c1ccc(O)cc1)c1cccc(NC(=O)c2ccccc2C)c1
  i | -4 | 12
O=C1C2C3CCC(C3NCc3ccccc3)C2C(=O)N1Cc1ccccc1 (centres undefined)
  i | -18 | 23
Nc1ccc(C(=O)NCC2(c3ccccc3)CCCC2)cc1
  i | -11 | 23
O=C(CNc1ccccc1)N/N=C/c1ccc2c(c1)OCO2
  i | -4 | 16
CC1=C(C(=O)O)N2C(=O)C(NC(=O)c3nn(C)cc3[N+](=O)[O-])C2SC1 (centres undefined)
  i | -5 | 14
N/C(=N\OC(=O)COc1ccc(Cl)cc1)c1ccc(Cl)cc1
  i | 5 | 7
c1ccc2c(c1)CCNC2c1ccncc1 (centres undefined)
  i | 5 | -5
COc1ccc(-c2[nH]ncc2-c2cnn(-c3ccccc3)c2)c(O)c1
  i | -24 | 15
CC(C)(C)OC(=O)[C@H](Cc1ccccc1)NC(=O)c1nc[nH]c1C(=O)N1CCN(c2ccccc2)CC1
  i | -25 | 0

Ordered by SMILES length (highest first): some entries from above.
Second line of a record: CHT PAM | OX1R antag-1 | OX1R antag-2
CCCCN1CC2([N+](=O)[O-])C=CC(=O)C([N+](=O)[O-])(C1)C2CC(=O)c1ccccc1 (centres undefined)
  i | 0 | 23
CC1=C(C(=O)O)N2C(=O)C(NC(=O)c3nn(C)cc3[N+](=O)[O-])C2SC1 (centres undefined)
  i | -5 | 14
COc1ccc(C(=O)NCCn2cc(SCC(=O)Nc3nnc(C)s3)c3ccccc32)cc1
  i | -14 | 7
C/C(=N\NC(=O)c1ccc(O)cc1)c1cccc(NC(=O)c2ccccc2C)c1
  i | -4 | 12
COc1ccc(-c2[nH]ncc2-c2cnn(-c3ccccc3)c2)c(O)c1
  i | -24 | 15
CC(=O)NCC1CCCN(c2nc3nonc3nc2N(C)Cc2ccccc2)C1 (centres undefined)
  i | -23 | 25
O=C1C2C3CCC(C3NCc3ccccc3)C2C(=O)N1Cc1ccccc1 (centres undefined)
  i | -18 | 23
Cc1ccc2c(c1)[nH]c1c(=O)n(CCN3CCCCC3)cnc12
  i | -8 | 13
N/C(=N\OC(=O)COc1ccc(Cl)cc1)c1ccc(Cl)cc1
  i | 5 | 7
Cn1c(=O)c2c(ncn2CC(=O)N2CCOCC2)n(C)c1=O
  i | -9 | 13
CCOC(=O)CNc1nc(Cl)nc(Nc2ccc(C)cc2)n1
  i | -6 | 4
Nc1ccc(C(=O)NCC2(c3ccccc3)CCCC2)cc1
  i | -11 | 23
S=C(NCc1ccco1)Nc1ccc2c(c1)OCCO2
  i | -9 | 8
CCCCN1C(N)=NC[C@@H]1Cc1ccccc1
  i | -12 | 18
c1ccc2c(c1)CCNC2c1ccncc1 (centres undefined)
  i | 5 | -5
